tim10-1 inh – growth inhibitors of tim10-1 mutant yeast, primary screen, luminescence, uHTS; S. cerevisiae tim10-1 ts strain growth, BacTiter-Glo, 24 h; inhibition, % at 20 µM; actives 2.2% (n = 330,000);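 active = inhibition of at least 40%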;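 also: mutant grown at 25 °C; 0% = DMSO wells with yeast and 100% = wells holding no yeast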
CHOP UPR activ – activators of apoptotic CHOP UPR arm, primary screen, cell-based, CHO-CHOP luciferase reporter, luminescence, uHTS. actives 0.34% (n = 330,000). UPR activation; percent of tunicamycin response over DMSO baseline. AID 449763, 2010. activation, % at 10 µM;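 active = at 10 µM dose, activation of 40% or more, normalized to positive control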;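 also: 100% = tunicamycin at 10 µg/mL and 0% = DMSO alone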
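Material: CHO-CHOP cells, stable luciferase reporter of PERK-eIF2a-CHOP signalling; quantity: 500 reporter cells seeded per well; buffer or medium: F12 medium containing 10% fetal bovine serum; compound: one dose, 10 µM in 0.5% DMSO; incubation: 6 h compound treatment, 37 °C; measured by: Steady-Glo luciferase luminescence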
Jurkat NFkB inh – inhibitors of induced NF-kB luciferase reporter, primary screen, TCR NF-kB activation inhibitor project, cell-based, luminescence, uHTS; Jurkat, PMA/ionomycin-induced NF-kB luciferase reporter; inhibition, % at 4 µM; actives 0.53% (n = 330,000); in the data active = inhibition above about 50%
TIM10 inh – growth inhibitors of isogenic TIM10 control yeast, primary screen, counter-screen for tim10-1 yeast inhibitor project, luminescence, uHTS; S. cerevisiae TIM10 strain growth, BacTiter-Glo luminescence, 24 h; inhibition, % at 10 µM; actives 1.4% (n = 330,000);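 active = inhibition of 40% or more at the single tested concentration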;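 also: wild-type TIM10 isogenic control strain grown at permissive 25 °C; 0% = DMSO yeast wells and 100% = minimal medium wells without yeast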
697 NFkB inh – inhibitors of PMA/ionomycin-induced NF-kB reporter, 697 cells, primary screen, B-cell NF-kB inhibitor project, cell-based, luminescence, uHTS. 697 B-cell NF-kB luciferase reporter, 16 h. inhibition, % at 4 µM. actives 0.33% (n = 330,000). AID 435022, 2010; in the data active = inhibition above about 35%
UPR XBP1 act – activators of adaptive XBP1 UPR arm, primary screen, cell-based, CHO-XBP1 luciferase reporter, luminescence, uHTS; activation, % at 20 µM; IRE1-XBP1 UPR activation; percent of tunicamycin response, DMSO as zero; actives 0.33% (n = 330,000);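 active = versus positive control, 20 µM dose yields 30% or more activation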;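 also: 100% = tunicamycin at 10 µg/mL and 0% = DMSO only wells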
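Signal: luciferase luminescence; Assay system: CHO-XBP1 luciferase reporter cells; Amount: one thousand reporter cells per well; Dosing: 20 µM single concentration, DMSO 1%; Benchmarks: high control tunicamycin 10 µg/mL final, low control DMSO vehicle only; Schedule: 6 h compound exposure at 37 °C, 5% CO2; Evaluation: percent activation relative to tunicamycin reference.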
tim23-1 inh – growth inhibitors of tim23-1 mutant yeast, primary screen, luminescence, uHTS; actives 1.3% (n = 330,000); inhibition, % at 20 µM; AID 463212, 2010; S. cerevisiae tim23-1 growth, BacTiter-Glo luminescence, 24 h;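 active = growth inhibition of the mutant yeast at or above 50%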;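 also: temperature-sensitive mutant grown at 25 °C; plate controls were DMSO-treated mutant yeast for no effect and medium wells lacking yeast for full effect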
Mdm2-MdmX inh – inhibitors of human Mdm2-MdmX association, primary screen, cell-based, luminescence, split luciferase, SaOS-2, uHTS; Protein Mdm4 (Homo sapiens) + E3 ubiquitin-protein ligase Mdm2 (Homo sapiens), …; SaOS-2 split-luciferase Mdm2/MdmX complementation; inhibition, % at 8 µM; actives 3% (n = 330,000); AID 485346, 2010;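 active = inhibition of at least 50% at 8 µM in the primary screen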
Target sequence (O15151 whole entry, looked up): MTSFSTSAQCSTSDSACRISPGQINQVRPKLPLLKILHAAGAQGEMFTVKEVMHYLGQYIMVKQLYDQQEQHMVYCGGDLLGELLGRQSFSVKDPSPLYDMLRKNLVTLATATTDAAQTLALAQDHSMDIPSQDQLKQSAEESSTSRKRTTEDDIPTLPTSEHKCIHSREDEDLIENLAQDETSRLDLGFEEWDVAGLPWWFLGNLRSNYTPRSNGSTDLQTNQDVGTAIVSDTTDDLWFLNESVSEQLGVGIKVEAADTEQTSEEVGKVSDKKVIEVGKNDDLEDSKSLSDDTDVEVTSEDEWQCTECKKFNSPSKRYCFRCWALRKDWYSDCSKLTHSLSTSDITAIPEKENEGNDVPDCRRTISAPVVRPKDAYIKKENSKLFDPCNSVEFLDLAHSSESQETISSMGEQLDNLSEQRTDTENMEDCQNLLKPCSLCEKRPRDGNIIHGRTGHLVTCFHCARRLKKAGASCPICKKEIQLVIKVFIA
Target sequence (Q00987 whole entry, looked up): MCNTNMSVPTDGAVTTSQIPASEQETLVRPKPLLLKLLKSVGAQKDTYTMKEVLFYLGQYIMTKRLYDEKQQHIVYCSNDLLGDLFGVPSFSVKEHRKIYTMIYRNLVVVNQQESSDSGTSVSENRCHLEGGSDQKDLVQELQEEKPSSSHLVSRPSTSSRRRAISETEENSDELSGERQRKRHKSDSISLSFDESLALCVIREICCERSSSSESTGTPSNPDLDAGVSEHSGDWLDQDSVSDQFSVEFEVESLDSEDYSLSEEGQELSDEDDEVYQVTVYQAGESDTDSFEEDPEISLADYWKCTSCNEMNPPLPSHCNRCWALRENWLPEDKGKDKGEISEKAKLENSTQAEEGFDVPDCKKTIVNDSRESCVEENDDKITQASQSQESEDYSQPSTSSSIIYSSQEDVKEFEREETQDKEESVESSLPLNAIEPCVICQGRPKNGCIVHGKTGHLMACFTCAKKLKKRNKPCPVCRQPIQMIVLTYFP
* = called active by the depositor.

SMILES	tim10-1 inh	CHOP UPR activ	Jurkat NFkB inh	TIM10 inh	697 NFkB inh	UPR XBP1 act	tim23-1 inh	Mdm2-MdmX inh
c1ccc2c(CCN3CCNC[C@H]3Cc3cccc4ccccc34)cccc2c1	7	-0.1	-33	12	10	-1	9	44
O=C(CCN1CCc2ccccc2C(c2ccccc2)C1)c1ccc2c(c1)OCCO2 (centres undefined)	56*	1.2	1	7	-13	-5	33	25
CC1(C)CC(c2nc(-c3ccc(Br)cc3)cs2)CCS1 (centres undefined)	22	0.7	-15	14	-1	0	-1	8
CNC(=S)NCCN1CCOCC1	8	0.7	-4	6	4	0	8	4
OC1(c2ccccc2)CCN(Cc2ccccc2)C2CCCCC21 (centres undefined)	-10	0.2	2	-5	-10	1	8	17
Cc1nn(-c2ccccc2)c(Cl)c1C(=O)OCC(=O)NCCc1ccc(S(N)(=O)=O)cc1	13	-0.1	-5	1	4	1	-6	8
c1nc(N2CCC3(CC2)OCCO3)c2c3c(sc2n1)CCCC3	28	-5.4	-4	-15	-32	2	29	32
Cn1cccc1/C=N/n1c(-c2ccc(Cl)cc2Cl)n[nH]c1=S	27	0.6	-3	15	-56	-4	46	-2
Brc1ccc2ncnc(Nc3cccc4ccccc34)c2c1	28	2.0	9	41*	-5	0	73*	61*
COc1ccc(-n2nc(C(=O)N3CCN(Cc4ccc5c(c4)OCO5)CC3)c3ccccc3c2=O)cc1	22	-0.7	-17	10	6	1	19	26
N/C(Cc1nc2ccccc2s1)=N\O	-5	2.2	-8	5	-17	1	3	2
CC(=O)Cc1nsc(NC(=O)c2cc(-c3ccccc3Cl)oc2C)n1	26	1.8	-9	-8	6	-1	12	9

3 compounds from above, showing only UPR XBP1 act, Mdm2-MdmX inh and CHOP UPR activ:
molecule | UPR XBP1 act | Mdm2-MdmX inh | CHOP UPR activ
Brc1ccc2ncnc(Nc3cccc4ccccc34)c2c1 | 0 | 61* | 2.0
COc1ccc(-n2nc(C(=O)N3CCN(Cc4ccc5c(c4)OCO5)CC3)c3ccccc3c2=O)cc1 | 1 | 26 | -0.7
N/C(Cc1nc2ccccc2s1)=N\O | 1 | 2 | 2.2

3 structures already listed, sorted by SMILES length, rising.
SMILES	tim10-1 inh	CHOP UPR activ	Jurkat NFkB inh	TIM10 inh	697 NFkB inh	UPR XBP1 act	tim23-1 inh	Mdm2-MdmX inh
CNC(=S)NCCN1CCOCC1	8	0.7	-4	6	4	0	8	4
OC1(c2ccccc2)CCN(Cc2ccccc2)C2CCCCC21 (centres undefined)	-10	0.2	2	-5	-10	1	8	17
Cc1nn(-c2ccccc2)c(Cl)c1C(=O)OCC(=O)NCCc1ccc(S(N)(=O)=O)cc1	13	-0.1	-5	1	4	1	-6	8

(list continues)
SMILES	tim10-1 inh	CHOP UPR activ	Jurkat NFkB inh	TIM10 inh	697 NFkB inh	UPR XBP1 act	tim23-1 inh	Mdm2-MdmX inh
CC1CCCN(C2=NC(=O)/C(=C/c3cn(-c4ccccc4)nc3-c3cccc(S(=O)(=O)N(C)C)c3)S2)C1 (centres undefined)	24	3.8	-2	23	-1	-1	29	5
Cc1ccc(S(=O)(=O)N2CCC(=O)N(C(CO)Cc3ccccc3)CC2)cc1 (centres undefined)	-13	-0.7	4	-13	7	0	-12	17
Cc1ccccc1C(=O)Nc1ccc(S(=O)(=O)N2CCCC2)cc1	-61	3.9	-1	-18	-7	3	-20	7
COc1ccc(Br)cc1CN(C)C(C)C(=O)Nc1cc([N+](=O)[O-])ccc1OC (centres undefined)	18	0.4	0	14	7	-2	8	2
CCc1nc(SCC(=O)c2ccc(C)c(C)c2)n[nH]1	11	1.5	-15	-11	-1	4	8	-6
CNC(=O)C1CCN(C(=O)c2ccc(-c3ccccc3)cc2)CC1	0	1.9	6	-1	2	-6	15	-26
Cc1nn(-c2ccccc2)c(C)c1C(=O)OCC(=O)N(C)c1ccccc1	13	1.3	-5	0	15	0	20	10
O=C(Cc1nc(-c2ccc(Br)s2)cs1)NCCN1CCOCC1	25	-0.3	6	-9	-13	1	11	8
NC(Cc1c[nH]c2ccccc12)C(=O)NCc1ccco1 (centres undefined)	8	2.8	3	-3	-1	-2	-10	0
Cc1oc(CSCCSCc2cc(C(=O)O)c(C)o2)cc1C(=O)O	-5	-1.5	10	-12	2	-3	12	-3
Cc1nc(/C=C/c2ccccc2)[nH]c(=O)c1-c1ccccc1	-3	4.9	6	3	-254	-2	-9	-10
O=C(c1ccc(Br)cc1)N1CCN(S(=O)(=O)c2ccccc2)CC1	32	-1.7	-8	-10	9	4	20	4
CCOC(=O)C1CCN(C(=O)/C=C/c2ccc(OC)cc2)CC1	16	0.9	-19	6	-65	1	17	-93
CC[C@]1(c2ccccc2)C(=O)N(C(=O)OC)N1C(=O)OC	11	-1.0	10	4	2	-3	21	33
O=C(CCNC(=O)c1ccco1)NCc1ccccc1	4	1.5	-2	-1	11	-1	17	-5
Cc1ccc(C(=O)CSc2ccc(-c3cccnc3)nn2)cc1	-57	-0.1	6	-40	18	1	-20	14
Cc1nc2nc(CSc3ccc(Cl)cc3)cc(=O)n2[nH]1	6	-1.3	-7	-10	16	1	7	12
CN1C(=O)SC(Nc2cccc3ccccc23)C1=O (centres undefined)	9	-4.5	13	-19	19	-4	15	19
COc1ccc(C(=O)NCCONC(=O)c2ccc(OC)cc2)cc1	13	4.1	12	0	4	-4	11	5
COc1ccc(CCNC(=O)CN2C(=O)CCSc3ccccc32)c(OC)c1	12	1.2	-7	18	13	-4	27	30
Nc1c(NCc2ccccc2)c(=O)c1=O	8	1.1	-1	39	0	-2	16	23
O=C(CCC(=O)Nc1cccc2ccccc12)N/N=C/c1ccco1	-7	1.1	-4	-6	10	-2	7	20
Cc1ccccc1CN1CCCC(C(=O)Nc2ccccc2Oc2cccnc2)C1 (centres undefined)	2	0.7	-16	10	0	-4	15	13
CCCOc1ccc(C(=O)NCc2cccnc2)cc1	6	2.0	4	11	5	-7	4	-18
COc1ccc(/C(C)=N/Nc2ccccc2Cl)c(O)c1	6	2.1	-45	4	-33	1	2	-46
O=C(Nc1ccccc1)c1sc(N2CCOCC2)nc1-c1ccccc1	7	-0.8	0	1	16	0	28	13
COc1ccc(-c2csc(N3C(=N)SCC3=O)n2)cc1	11	0.8	-104	13	-378	-5	8	-61
CC1CCCCN1C(=O)CSc1nc2ncccc2[nH]1 (centres undefined)	6	-0.3	23	-7	4	-1	-8	-6
CCN(C(=O)COC(=O)/C(C#N)=C/c1ccc(N(C)C)cc1)C1CCS(=O)(=O)C1 (centres undefined)	-7	4.5	-3	-7	-27	3	-12	17
Cc1ccc2cc(C#N)c(N3CCCN(S(=O)(=O)c4ccccc4)CC3)nc2c1	23	-2.8	4	25	6	0	22	12
COc1ccccc1N1CCN(C(=O)Cn2ncc3c([nH]c4ccccc43)c2=O)CC1	11	2.1	16	-5	-3	0	7	30
COc1ccccc1NC(=O)CSc1nc(=O)n2cc(C)ccc2n1	2	0.8	5	6	30	2	-1	17
O=c1[nH]c(=S)[nH]c2scc(-c3ccc(Br)cc3)c12	-6	0.0	1	27	-35	-2	33	12
CC(C)CCOc1cccc(OCC(=O)NC2CCS(=O)(=O)C2)c1 (centres undefined)	11	-1.5	-7	11	-3	0	14	5
COc1ccc(-c2nn(-c3ccccc3)cc2C(=O)NCC2CCCO2)cc1 (centres undefined)	14	-0.7	23	-8	-7	-1	23	19
C=CCNC(=O)C1CCN(S(=O)(=O)CC)CC1	-1	1.6	8	-1	10	-4	-5	-21
Cn1cc(C(=O)NCCO)c(=O)c2ccccc21	8	0.7	-9	-19	14	-3	10	10
Cc1ccc(-c2cc(C(=O)N/N=C/c3ccccc3O)n[nH]2)o1	2	1.8	1	16	-17	5	49	53*
CN(C(=O)CC1C(=O)NCCN1Cc1cccc(C(F)(F)F)c1)C1CCOCC1 (centres undefined)	-11	-1.0	8	-3	5	-2	-1	10
CC1(C)CC(=O)C2=C(C1)N(c1ccccc1)C(=O)CC2c1ccsc1 (centres undefined)	5	-0.9	10	5	-2	-1	16	15
COc1ccc2c3c([nH]c2c1)C1(NCC3)C(=O)Nc2ccccc21 (centres undefined)	5	2.3	-8	-14	20	-1	4	-2
C=CCSc1nc2ccccc2n2cnnc12	-34	1.7	16	27	-1	3	10	-9
CC1CN(Cc2nc3c(c(=O)n(C)c(=O)n3C)n2CCCc2ccccc2)CC(C)O1 (centres undefined)	32	-2.3	-18	9	-13	-1	28	-19
Cc1ccc(NC(=O)c2cccc(S(=O)(=O)N(C)c3ccccc3)c2)cc1S(=O)(=O)N1CCOCC1	-2	-1.1	2	-13	-11	-3	7	24
CC(OC(=O)c1ccc(NC(=O)CC#N)cc1)C(=O)NCCC1=CCCCC1 (centres undefined)	0	0.1	8	14	11	-2	3	14
CCN1CCN(C(=O)CN(c2ccc(F)c(Cl)c2)S(C)(=O)=O)CC1	1	-0.1	4	1	6	-3	7	-11
O=C(CCN1C(=O)c2ccccc2S1(=O)=O)Nc1cc(Cl)ccc1Cl	9	-0.7	3	3	-21	-1	7	17
CCSc1nnc(NC(=O)c2ccc(S(=O)(=O)N(C)C)cc2)s1	-2	2.2	-8	-2	-15	-1	-9	-13
Cc1ccc(S(=O)(=O)NCC(=O)OCC(=O)c2c(N)n(C)c(=O)n(C)c2=O)cc1	8	-0.9	-9	-2	-7	-4	10	10

Of the compounds above, these have a furan ring, fused or not:
SMILES	tim10-1 inh	CHOP UPR activ	Jurkat NFkB inh	TIM10 inh	697 NFkB inh	UPR XBP1 act	tim23-1 inh	Mdm2-MdmX inh
CC(=O)Cc1nsc(NC(=O)c2cc(-c3ccccc3Cl)oc2C)n1	26	1.8	-9	-8	6	-1	12	9
NC(Cc1c[nH]c2ccccc12)C(=O)NCc1ccco1 (centres undefined)	8	2.8	3	-3	-1	-2	-10	0
Cc1oc(CSCCSCc2cc(C(=O)O)c(C)o2)cc1C(=O)O	-5	-1.5	10	-12	2	-3	12	-3
O=C(CCNC(=O)c1ccco1)NCc1ccccc1	4	1.5	-2	-1	11	-1	17	-5
O=C(CCC(=O)Nc1cccc2ccccc12)N/N=C/c1ccco1	-7	1.1	-4	-6	10	-2	7	20
Cc1ccc(-c2cc(C(=O)N/N=C/c3ccccc3O)n[nH]2)o1	2	1.8	1	16	-17	5	49	53*
